High-throughput results (PubChem BioAssay)
MITF TRPM1 HTS – increases MITF-driven TRPM1 promoter luciferase signal; 0.75% of 300,000 active; SK-MEL-5 TRPM1-promoter luciferase, 24 h; % of positive control, neutral wells = 0; AID 588334; activation, % at 12.5 µM;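 active means mean activation of at least 80% with every replicate also reaching 80%; inconclusive means mean reaches 80% but some replicate falls short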;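 further: 0% = neutral control wells and 100% = parthenolide positive control wells; values of inactives mirror those of a sister screen read the other way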
SR-BI DiI inh – blocks mouse SR-BI lipid uptake from DiI-HDL | ldlA[mSR-BI] CHO cells, DiI-HDL uptake fluorescence, 3 h | inhibition, % at 12.5 µM | 0.96% of 320,000 active | AID 488896;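 active means mean replicate inhibition of at least 70% and a set share of replicates each scoring 70 or more; inconclusive means meets just one of the two criteria; inactive means fails both criteria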;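 further: 0% = median of neutral control wells and 100% = median of positive control wells; values of inactives mirror those of a sister screen read the other way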
Target sequence (Q61009 whole entry, looked up): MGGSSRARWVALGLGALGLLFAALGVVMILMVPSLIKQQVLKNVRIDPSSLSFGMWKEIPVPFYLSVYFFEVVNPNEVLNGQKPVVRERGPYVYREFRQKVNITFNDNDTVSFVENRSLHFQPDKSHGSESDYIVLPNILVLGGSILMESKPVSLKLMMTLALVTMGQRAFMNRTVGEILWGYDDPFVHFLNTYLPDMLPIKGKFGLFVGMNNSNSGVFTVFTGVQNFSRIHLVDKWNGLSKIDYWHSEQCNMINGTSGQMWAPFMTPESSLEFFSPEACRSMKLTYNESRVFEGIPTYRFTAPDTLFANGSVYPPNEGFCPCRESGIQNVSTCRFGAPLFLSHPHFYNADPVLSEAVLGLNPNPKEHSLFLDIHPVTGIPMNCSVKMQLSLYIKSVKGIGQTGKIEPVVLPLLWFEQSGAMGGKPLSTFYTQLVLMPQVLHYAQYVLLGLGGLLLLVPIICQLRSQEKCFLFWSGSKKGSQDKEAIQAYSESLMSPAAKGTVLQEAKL
Tat transport – E. coli Tat transport inhibition; E. coli MC4100 TorA-mCherry Tat export, fluorescence; inhibition, % at 10 µM; 0.036% of 340,000 active; AID 488895;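 active means mean replicate inhibition at least 50% and at least half of replicates individually reaching 50%; inconclusive means only one of the two criteria met; inactive means neither criterion met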;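 further: exported cargo escapes ClpAP degradation while cytoplasmic cargo is degraded and loses fluorescence; 0% = median of neutral control wells and 100% = median of NaSCN control wells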
E coli growth – counter-screen for AddAB inhibitors: E. coli growth inhibition; E. coli V3065 growth, OD600 absorbance, 18 h; inhibition, % at 11.9 µM; 0.27% of 330,000 active;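 active means inhibition above the campaign's mean inhibition across all tested compounds plus 3 SD, cut at about 9.9% in these data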;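 further: uninfected addAB+ strain grown without phage in ampicillin broth; 0% = DMSO wells and 100% = ciprofloxacin 0.95 µg/ml wells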
CAL PDZ FP-1 – blocks peptide binding to the human CAL PDZ domain | AID 602252 | 0.92% of 300,000 active | Q9HD26 | inhibition, % at 24.9 µM | purified CAL PDZ, TMR-peptide fluorescence polarization, 1 h;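 active means mean inhibition of at least 30% with at least half of replicates also reaching 30%; inconclusive means no clear call, values can overlap the other calls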;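 further: 0% = DMSO neutral control and 100% = excess unlabeled competitor peptide PRC23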
AddAB inh – less growth of phage-infected E. coli with AddAB. 0.29% of 330,000 active. E. coli expressing H. pylori AddAB, absorbance growth. inhibition, % at 11.9 µM. AID 435030; in the data active means inhibition above about 12%;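 further: 0% = vehicle wells of infected cells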
SR-BI DiI-HDL act – activators of SR-BI mediated HDL lipid uptake; activation, % at 12.5 µM; CHO ldlA[mSR-BI] cells, DiI-HDL uptake fluorescence, 3 h; 100 = double the neutral-control signal; AID 504775; 0.096% of 320,000 active;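 active means mean replicate activation of at least 60% and every replicate at or above 60%; inconclusive means mean or all-replicate condition met, but not both; inactive means mean below 60% and not all replicates reaching 60%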;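 further: 0% = median plate neutral-control signal and 100% = twice that signal; values of inactives mirror those of a sister screen read the other way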
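Test system: SR-BI-overexpressing, LDLR-lacking CHO cells; Medium: Ham's F12 with 0.5% BSA, HEPES 25 mM, pH 7.4; Schedule: 3 h, 37 °C; Technique: bottom-read fluorescence, 550/595 nm.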
Wnt act – activators of Wnt/beta-catenin signaling; activation, % at 9.35 µM; Wnt/beta-catenin reporter cell assay, activator, plate reader; 1.2% of 300,000 active; in the data active means activation above about 30%, passing the limit was not always enough; inconclusive means no clear call, values can overlap the other calls;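 further: 0% = neutral control wells and 100% = positive control wells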
phage Ecoli inh – E. coli growth loss with phage present | growth absorbance | inhibition, % at 11.9 µM | 0.26% of 360,000 active; in the data active means inhibition above about 11%
CAL PDZ FP-2 – inhibitors of human CAL PDZ peptide binding | purified CAL PDZ, TMR-peptide fluorescence polarization, 1 h | inhibition, % at 20 µM | 0.02% of 330,000 active | AID 504414;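 active means highest replicate inhibition of at least 40%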;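 further: plate controls were DMSO neutral control wells for no effect and unlabeled competitor peptide control wells for full effect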
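material = purified tagged CAL PDZ domain construct (CerCALP) | compound dosing = 20 µM, one dose | times = 1 h at RT | measured by = fluorescence polarization from S- and P-plane intensities, G-factor corrected | read-out = inhibition from polarization loss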
* = called active by the depositor; ? = inconclusive; . = no result given; & = joins results of further samples. Not a hit list; 3.6% or so of the library scored in one or more.

SMILES	MITF TRPM1 HTS	SR-BI DiI inh	Tat transport	E coli growth	CAL PDZ FP-1	AddAB inh	SR-BI DiI-HDL act	Wnt act	phage Ecoli inh	CAL PDZ FP-2
COc1cc(-c2nc(-c3ccccc3)c(-c3cc([N+](=O)[O-])ccc3C)[nH]2)cc(OC)c1OC	-9	38	-4	0.0	-1	1.0	-38	.	2.7	1.2
COc1ccc(Br)cc1CN(C)C(=O)C1CC(=O)N(C2CCCC2)C1 (centres undefined)	8	3	5	0.1	.	-1.6	-3	-4	1.3	-0.7
Cc1ccc(C(=O)OCC(=O)Nc2nc(-c3ccccc3)cs2)cc1NC(=O)c1ccco1	18	83*	-13	-0.2	1	-1.4	-83	-1	0.5	-0.6
O=C(COc1nncc2ccccc12)Nc1ccc(Br)cc1F	-2	2	2	-0.2	.	2.5	-2	0	4.9	0.3
CC(C)CCN1CCNC(=O)C1CC(=O)N(C)CCCN1CCOCC1 (centres undefined)	-7	-4	0	1.6	1	6.9	4	0	0.1	-0.8
CC1CC(C)CN(S(=O)(=O)c2ccc(NC(=O)CCNC(=O)c3ccc([N+](=O)[O-])cc3)cc2)C1 (centres undefined)	-7	3	-9	0.9	.	2.9	-3	?	1.4	0.6
COc1ccc(C2CC(=O)c3cnc(Nc4cc(C)cc(C)c4)nc3C2)cc1 (centres undefined)	.	19	9	-1.7	-6	1.9	-19	.	0.7	-3.2
CCn1cnc2cc(NC(=O)c3ccc(C)cc3)ccc21	47	-3	4	-0.2	-4	4.0	3	15	3.2	-1.5
Cc1scc(C(=O)NNC(=S)NCC(C)C)c1C	-7	-27	-4	-0.3	-1	-1.3	27	2	4.2	-1.5
CC12CN3CC(C)(CN(C1)C3c1ccc(Cl)cc1)C2 (centres undefined)	.	-3	-2	-1.0	2	1.5	3	0	3.2	0.9
CCn1c(SCc2ccccc2)nc2ccccc2c1=O	-7	-5	-4	-1.6	-2	-1.1	5	-1	2.5	0.3
O=C(NCc1ccccn1)C1CCN(S(=O)(=O)N2CCCC2)CC1	1	-21	-8	2.3	-6	4.2	21	0	2.8	-0.1
COc1ccc(-n2nc(C(=O)NCC(=O)Nc3cccc(Cl)c3)c3ccccc3c2=O)cc1	9	-2	1	-0.1	1	2.5	2	2	0.5	-3.1
CCC(NC(=O)c1ccccc1NC(=O)c1ccco1)C(=O)NNC(=O)c1ccc(OC)cc1 (centres undefined)	-5	-1	-9	4.2	-6	2.6	1	.	3.3	-3.8
Cc1ccnc(N2CCC(C(=O)Nc3nnc(C)s3)CC2)n1	.	-14	3	-2.3	-4	-2.5	14	.	2.2	-2.0
Cc1ccc(S(=O)(=O)N2CCCCC2)cc1NS(=O)(=O)c1cccc(C(=O)O)c1	8	-22	-3	-0.4	1	2.7	22	0	3.3	-1.7
CN(c1cccc(NC(=O)c2ccccc2N(Cc2ccccc2)S(C)(=O)=O)c1)S(C)(=O)=O	-4	-26	-13	-1.5	-5	-0.9	26	0	0.2	0.1
O=C(COC(=O)c1cc(-c2ccccc2Cl)nc2ccccc12)Nc1ncc(C(F)(F)F)cc1Cl	10	-10	-7	-2.8	-3	-0.6	10	.	0.2	0.5
Cn1c(SCc2cccc(F)c2)nnc1-c1cnccn1	.	-9	-5	0.0	.	0.8	9	10	-0.4	-0.5
N#Cc1ccccc1CSc1nc(O)cc(=O)[nH]1	8	-23	5	0.4	1	2.7	23	.	0.2	.
CCSc1ccccc1C(=O)Nc1cccnc1	-1	-14	3	0.3	-8	-0.9	14	-4	0.9	1.1
Cc1csc(NC(=O)CCCc2cccs2)n1	37	2	0	-1.3	-1	6.0	-2	0	2.0	0.0
CCCNS(=O)(=O)c1ccc(CCC(=O)N2CCC(C)CC2)cc1	-12	8	-2	0.7	8	-0.6	-8	-3	1.6	-1.3
CCOC(=O)c1c(C)oc2ccc(NS(=O)(=O)c3ccc4c5c(cccc35)C(=O)N4)cc12	-20	-12	-1	1.1	-4	1.3	12	.	3.5	-2.8
CCCn1nnc(NC(=S)NC(=O)/C=C/c2ccc(Cl)cc2)n1	.	-364	6	-0.9	.	-1.1	364*	2	-3.9	-1.5
Cc1ccc(SCC(=O)OCC(=O)NC2(C#N)CCCCC2)cc1	-10	-4	-1	.	.	.	4	-4	1.1	-1.4
Cc1cc(NCc2ccco2)n2c(nc3ccccc32)c1C#N	-7	-5	-2	4.5	-5	0.3	5	.	3.9	-0.9
CC(=O)NC(=S)Nc1ccc(NC(=S)NC(=O)c2ccc([N+](=O)[O-])cc2)cc1	-13	35	-2	-0.2	56*	-0.4	-35	-5	-2.2	0.3
CC(=O)c1ccc(S(=O)(=O)N2CCN(C(C)C(=O)N(C)Cc3ccccc3)CC2)cc1 (centres undefined)	0	9	-10	-1.3	.	1.2	-9	-3	-0.4	0.1
CC(C)CC1NC(=O)N(CC(=O)Nc2ccc3c(c2)OCCO3)C1=O (centres undefined)	-11	27	4	-0.5	-3	2.1	-27	-2	-3.0	0.5

The closing 2 records of the section before lead into the next:
SMILES	MITF TRPM1 HTS	SR-BI DiI inh	Tat transport	E coli growth	CAL PDZ FP-1	AddAB inh	SR-BI DiI-HDL act	Wnt act	phage Ecoli inh	CAL PDZ FP-2
CC(=O)c1ccc(S(=O)(=O)N2CCN(C(C)C(=O)N(C)Cc3ccccc3)CC2)cc1 (centres undefined)	0	9	-10	-1.3	.	1.2	-9	-3	-0.4	0.1
CC(C)CC1NC(=O)N(CC(=O)Nc2ccc3c(c2)OCCO3)C1=O (centres undefined)	-11	27	4	-0.5	-3	2.1	-27	-2	-3.0	0.5
COc1ccc(S(=O)(=O)N/N=C(/C)c2ccncc2)cc1	-4	-47	-22	1.9	1	-0.1	47	-2	0.7	1.1
CN(CCOc1ccc(CC2SC(=O)NC2=O)cc1)c1ccccn1 (centres undefined)	13&26	-19&-3	-7&-6	-0.8&-1.8	-4&-5	1.8&2.1	19&3	2&0	4.1&4.1	-1.2&0.2
CCN(CC)C(=O)[C@H]1CC(CC(=O)NCC23CC4CC(CC(C4)C2)C3)C(=O)N2CCc3c([nH]c4ccc(OC)cc34)[C@]12C (some centres undefined)	-4	34	15	-4.6	-4	-4.3	-34	-2	1.3	0.0
Oc1ccccc1C1CC(c2cccs2)=NC(c2cccc(Br)c2)N1 (centres undefined)	20	12	-2	0.8	-2	8.8	-12	6	1.8	-2.7
COc1cccc(C(=O)Nc2ccc(F)c(F)c2F)c1	71	19	3	-0.1	0	1.3	-19	.	3.0	-2.9
COc1ccc(C(=O)NNC(=O)c2ccc(S(=O)(=O)N3CCOCC3)cc2)cc1	-11	-2	-5	0.1	-1	-1.5	2	-2	1.8	-0.6
CCOCc1nnc(NC(=O)c2ccc(OC)cc2)s1	37	2	-1	0.1	-3	2.5	-2	.	1.7	-0.2
N#Cc1c(N)c(C(=O)c2ccccc2)n2c1CCC2	0	0	0	-0.4	1	0.3	0	.	3.0	-0.1
COC(=O)[C@H](CCSC)NC(=O)Nc1ccc(C)cc1	-1	1	-9	-1.3	-2	-1.4	-1	.	1.7	-0.5
O=C(Nc1ncc(Cc2cccc(Cl)c2)s1)C1CCCO1 (centres undefined)	97*	-12	-1	-1.2	-2	-0.5	12	.	0.5	-3.4
O=C(NNS(=O)(=O)c1ccc(F)cc1)c1cc(Cl)ccc1O	1	-11	8	.	2	.	11	1	15*	-2.0
CCN(CC)CCNC(=O)Cn1ncc2ccccc2c1=O	.	-4	-29	1.1	-5	-2.7	4	1	2.6	-0.1
Cc1cc(NC(=O)c2ccc(N3CCCC3)c([N+](=O)[O-])c2)no1	0	50	5	0.2	-5	4.0	-50	16	5.6	-1.1
CC(C)(Sc1ccc(CCN(CCCCC2CCCCC2)C(=O)NC2CCCCC2)cc1)C(=O)O	5	-7	28	0.1	-4	-2.1	7	0	3.2	-1.0
Cc1c(OCC(=O)NC(Cc2ccc(Cl)cc2)C(=O)O)ccc2c3c(c(=O)oc12)CCC3 (centres undefined)	-3	-13	1	-0.3	0	3.0	13	-1	2.8	-0.1
Cc1ccc(NC(=O)C2CCCN(C3=NS(=O)(=O)c4ccccc43)C2)c(O)c1 (centres undefined)	-17	1	-8	-0.7	2	0.9	-1	-3	-1.1	-0.2
COc1ccc(S(=O)(=O)CCC(=O)NCc2ccc(C)o2)cc1	-2	-7	-10	0.0	-1	4.3	7	-3	2.3	0.6
COc1cc(OC)cc(C(=O)NCCOC23CC4CC(CC(C4)C2)C3)c1	-2	2	-2	0.4	-5	0.2	-2	-4	3.7	-0.8
O=C(NC1CCCC1)c1cc(-c2ccc(Cl)c(Cl)c2)on1	107*	16	1	0.4	.	2.5	-16	21	1.6	0.6
O=C1c2ccccc2NC(c2cnc3ccccc3n2)N1O (centres undefined)	13	-13	-10	2.9	-1	0.9	13	.	2.0	-0.5
COc1ccccc1S(=O)(=O)Cc1ccc(C(=O)NC(C)c2ccc3c(c2)OCCO3)o1 (centres undefined)	-3	-15	2	-1.4	-3	-0.8	15	-3	3.0	0.4
COc1ccc(/C=C(\NC(=O)c2ccc(Cl)cc2)C(=O)NCC2CCCO2)cc1OC (centres undefined)	.	.	2	2.3	-2	3.4	.	0	2.3	-1.0
O=C(c1ccccc1)c1nn(-c2ccc(Cl)cc2)cc1C(=O)c1cc2ccccc2oc1=O	.	2	-2	1.1	-6	4.2	-2	.	2.4	-1.5
Cc1sc(NC(=O)C2CC=CCC2C(=O)O)c(C(=O)OC(C)C)c1C (centres undefined)	.	-23	-2	-0.6	0	-1.1	23	.	1.7	.
O=C(Nc1ccc2nn(-c3ccccc3)nc2c1)c1cccnc1	69	45	-4	-2.4	9	2.2	-45	-2	-0.2	-1.3
CCOC(=O)c1ccc(N/C(=N\S(=O)(=O)c2ccccc2C)c2ccccc2)cc1	-2	29	3	0.8	-3	3.6	-29	.	3.3	0.5
COc1ccc(C)cc1NC(=O)CCCN1C(=O)CCC1=O	0	7	0	-1.7	-4	-1.7	-7	0	1.6	-2.2
Cc1nc(SCC(N)=O)c([N+](=O)[O-])[nH]1	-13	-12	10	-2.5	1	4.0	12	0	2.1	-2.6
CCOC(=O)c1ccc(S(=O)(=O)N2CCN(CC(=O)NC(=O)NC(C)(C)C)CC2)cc1	.	-44	-2	-0.3	-2	3.1	44	-10	0.1	-1.5
O=C(CCc1ccccc1)Nc1nc2ccc(S(=O)(=O)N3CCOCC3)cc2s1	.	26	-7	-2.2	.	3.0	-26	.	1.7	0.3
O=C(O)C1=CCCNC1	4	5	1	1.2	0	-0.6	-5	-3	4.2	-0.1
N#CCSc1nc2ccccc2c2nc3ccccc3n12	-78	-10	2	-1.5	0	-0.4	10	6	2.5	-1.6
